Compound activity (PubChem BioAssay)
PrPC surface inh: inhibitors of human cell surface prion protein PrPC; TR-FRET read-out; inhibition, % at 13.8 µM; 0.43% of 370,000 active; in the data active = inhibition above about 24%; note: 0% = median of the test wells and 100% = reference compound wells
MazEF act: MazEF (E. coli) toxin RNase activation; P0AE70; FAM/BHQ RNA-DNA oligo cleavage fluorescence, 5 h; activation, % at 20 µM; 0.32% of 350,000 active; in the data active = activation above about 50%
Target sequence (P0AE70 whole entry, looked up): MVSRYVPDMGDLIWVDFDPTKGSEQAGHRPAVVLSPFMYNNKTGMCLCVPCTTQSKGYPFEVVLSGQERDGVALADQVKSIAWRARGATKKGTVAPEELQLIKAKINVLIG
VHR inh abs: DUSP3 (human) phosphatase inhibition; P51452; recombinant VHR phosphatase, pNPP absorbance; inhibition, % at 13.3 µM; 0.52% of 290,000 active; in the data active = inhibition above about 50%; note: some compounds called inactive have numbers as strong as hits
Target sequence (P51452 whole entry, looked up): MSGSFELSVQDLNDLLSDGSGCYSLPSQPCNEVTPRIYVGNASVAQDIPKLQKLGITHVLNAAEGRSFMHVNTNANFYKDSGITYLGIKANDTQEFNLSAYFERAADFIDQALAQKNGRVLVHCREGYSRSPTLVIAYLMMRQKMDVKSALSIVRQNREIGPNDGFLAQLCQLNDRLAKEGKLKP
Rv3671c protease: inhibitors of M. tuberculosis serine protease Rv3671c; P9WHR9; AID 2606; 0.048% of 320,000 active; inhibition, % at 5.96 µM; in the data active = inhibition above about 38%;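 note: extracellular domain of Rv3671c used as enzyme; 0% = enzyme with DMSO and 100% = no enzyme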
Target sequence (P9WHR9 whole entry, looked up, the tested form may be a part): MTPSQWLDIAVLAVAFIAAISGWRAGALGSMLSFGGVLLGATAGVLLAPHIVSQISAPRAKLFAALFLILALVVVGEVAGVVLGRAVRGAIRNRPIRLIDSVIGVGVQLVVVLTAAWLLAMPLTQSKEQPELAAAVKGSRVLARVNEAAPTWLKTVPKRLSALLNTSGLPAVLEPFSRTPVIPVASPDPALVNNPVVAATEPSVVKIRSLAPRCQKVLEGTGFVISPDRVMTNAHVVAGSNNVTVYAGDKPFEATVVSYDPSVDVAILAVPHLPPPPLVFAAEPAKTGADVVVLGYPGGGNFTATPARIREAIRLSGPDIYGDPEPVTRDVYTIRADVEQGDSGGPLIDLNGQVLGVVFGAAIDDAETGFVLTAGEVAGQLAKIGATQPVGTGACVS
SARS 3CLpro inh: SARS-CoV 3CLpro protease inhibition. 0.14% of 290,000 active. inhibition, % at 6 µM. AID 1706. P0C6X7. recombinant SARS-CoV 3CLpro, quenched FRET peptide cleavage; in the data active = inhibition above about 12%
Anthrax LF prot: inhibitors of Bacillus anthracis lethal factor protease; P15917; multiplex microsphere protease cleavage assay, LF; inhibition, % at 10 µM; 0.12% of 360,000 active; AID 588501; note: plate controls were buffer without enzyme for full effect and enzyme alone for no effect
BoNT A protease: blocks Botulinum neurotoxin A light chain protease | multiplex microsphere protease substrate cleavage, flow cytometry | 0.17% of 360,000 active | AID 588499 | inhibition, % at 10 µM; note: plate controls were buffer without enzyme for full effect and enzyme alone for no effect
CCHFV vOTU inh: CCHFV vOTU protease inhibition. 0.55% of 370,000 active. inhibition, % at 11.5 µM. Pep-AMC fluorescence; in the data active = inhibition above about 30%; note: 0% = vehicle wells with enzyme and 100% = no enzyme wells
BoNT F protease: blocks Botulinum neurotoxin F light chain protease; Multiplex microsphere protease cleavage assay, flow cytometry; inhibition, % at 10 µM; 0.22% of 360,000 active; AID 588497; in the data active = inhibition above about 35%, passing the limit was not always enough; inconclusive = no clear call, values can overlap the other calls; note: plate controls were buffer without enzyme for full effect and enzyme alone for no effect
SSB-PriA inh: inhibitors of Klebsiella pneumoniae PriA binding to SSB C-terminal tail. AID 1272365. 0.6% of 430,000 active. inhibition, % at 33 µM. AlphaScreen SSBct-PriA binding, biotinylated peptide; in the data active = inhibition mostly above about 37%, no sharp cut-off; inactive = mostly below about 20%;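 note: plate controls were negative control peptide for no effect and reference peptide for full effect; strong numbers were not always called active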
The depositor's hits bear a star; u = inconclusive; x = no result given. Cut-off read from the data, not from the text of the source, unless noted: active = inhibition above about 30%; inconclusive = no clear call, values can overlap the other calls; inactive = below that. The list is partial; rates above refer to the full screens.

SMILES | PrPC surface inh | MazEF act | VHR inh abs | Rv3671c protease | SARS 3CLpro inh | Anthrax LF prot | BoNT A protease | CCHFV vOTU inh | BoNT F protease | SSB-PriA inh
O=C(NOC(=O)c1ccccc1F)c1ccc(OC(F)F)cc1 | 4.3 | 3.6 | 24.2 | -5.1 | -3.7 | 0.1 | -0.5 | -6.6 | 0.2 | -22.6
c1ccc2oc(-c3ccc4nc[nH]c4c3)nc2c1 | -1.4 | 14.5 | 13.3 | 3.0 | 0.5 | -1.9 | -0.5 | -9.5 | -8.0 | 1.9
COc1ccc(NC(=O)COC(=O)c2ccc3c(c2)OCCO3)cc1OC | 2.5 | -26.7 | x | 2.2 | x | -2.8 | -0.1 | 9.5 | 2.4 | -7.2
Cc1cnc(C(=O)OCc2ccc(C#N)cc2)cn1 | -3.5 | -0.3 | 16.3 | 1.6 | 0.7 | 0.9 | -1.4 | -0.3 | -0.4 | -7.2
O=C(Cc1c(F)cccc1Cl)Nc1cccnc1 | -3.5 | 4.8 | 1.4 | 2.7 | -3.2 | -2.4 | 0.0 | -10.8 | 1.8 | 7.2
O=C(O)c1ccc2c(=O)n3c(nc2c1)/C(=C/c1ccc(OC(F)F)cc1OC(F)F)CC3 | -2.7 | 15.9 | 27.2 | -1.3 | 2.5 | 4.4 | -1.9 | 9.9 | 8.2 | -3.7
COc1ccc(C2=NN(C(=O)c3cccnc3)C(c3ccccc3)C2)cc1 (centres undefined) | -2.8 | -3.5 | 14.7 | -7.2 | -1.8 | -3.1 | -0.3 | -2.6 | -6.1 | -6.0
COc1cccc(OC)c1C(=O)OCC(=O)N(C)c1ccccc1 | 4.7 | -1.6 | 2.1 | -0.2 | 0.7 | -2.4 | -1.3 | -1.3 | 2.4 | -10.1
Cc1cc(C)nc(SSc2nc(C)cc(C)n2)n1 | -12.0 | 6.8 | -22.7 | -2.4 | -4.4 | -1.8 | -0.2 | -8.8 | 4.7 | 0.1
CN1CCN(C(=O)C23CC4CC(CC(C4)C2)C3)CC1 | 0.3 | 5.3 | -1.8 | 6.2 | 7.7 | x | x | 4.9 | x | -5.7
CCOc1ccccc1CN1CCC(n2nccc2NC(=O)CCc2ccccc2)CC1 | -3.0 | -19.1 | -14.6 | -5.6 | -3.5 | -0.2 | 2.0 | -7.1 | 0.9 | 1.0
Cc1ccc(SCCNC(=O)CN(c2ccc3c(c2)OCO3)S(C)(=O)=O)cc1 | 3.2 | -5.2 | 2.9 | 9.9 | 0.8 | -3.4 | -0.7 | 7.4 | -1.8 | -20.5

One compound at a time (already shown). Screens in order: PrPC surface inh, MazEF act, VHR inh abs, Rv3671c protease, SARS 3CLpro inh, Anthrax LF prot, BoNT A protease, CCHFV vOTU inh, BoNT F protease, SSB-PriA inh
`Cc1cc(C)nc(SSc2nc(C)cc(C)n2)n1` is listed as -12.0, 6.8, -22.7, -2.4, -4.4, -1.8, -0.2, -8.8, 4.7, 0.1
`O=C(O)c1ccc2c(=O)n3c(nc2c1)/C(=C/c1ccc(OC(F)F)cc1OC(F)F)CC3` is listed as -2.7, 15.9, 27.2, -1.3, 2.5, 4.4, -1.9, 9.9, 8.2, -3.7
`COc1cccc(OC)c1C(=O)OCC(=O)N(C)c1ccccc1` is listed as 4.7, -1.6, 2.1, -0.2, 0.7, -2.4, -1.3, -1.3, 2.4, -10.1
`CCOc1ccccc1CN1CCC(n2nccc2NC(=O)CCc2ccccc2)CC1` is listed as -3.0, -19.1, -14.6, -5.6, -3.5, -0.2, 2.0, -7.1, 0.9, 1.0
`Cc1ccc(SCCNC(=O)CN(c2ccc3c(c2)OCO3)S(C)(=O)=O)cc1` is listed as 3.2, -5.2, 2.9, 9.9, 0.8, -3.4, -0.7, 7.4, -1.8, -20.5

(continued)
SMILES | PrPC surface inh | MazEF act | VHR inh abs | Rv3671c protease | SARS 3CLpro inh | Anthrax LF prot | BoNT A protease | CCHFV vOTU inh | BoNT F protease | SSB-PriA inh
Cc1cc(=O)oc2cc(OC(C)C(=O)NCCc3ccc(S(N)(=O)=O)cc3)ccc12 (centres undefined) | 3.0 | -8.0 | 76.7 | -9.0 | -11.1 | 2.1 | -1.2 | -2.9 | -3.8 | -6.4
COc1cc(NC(=S)NCc2ccco2)cc(OC)c1OC | -2.9 | 8.0 | -8.8 | 3.7 | -3.5 | -0.3 | -0.2 | 15.7 | -0.9 | 3.2
Cc1cc(=O)[nH]c(-n2[nH]c(C)cc2=O)n1 | -3.2 | -0.3 | 25.5 | -5.1 | -4.7 | -1.1 | -0.5 | 2.8 | 23.0 | -1.7
Cc1ccsc1CNCC(O)c1ccccc1 (centres undefined) | 5.4 | -20.8 | 2.3 | -3.8 | -0.7 | 28.4 | -3.9 | -4.9 | u | -11.2
O=C(NCCN1CCOCC1)C1CCN(c2ncnc3c2sc2cccc(F)c23)CC1 | 5.8 | 5.2 | 16.6 | -5.2 | -1.2 | -2.9 | -0.6 | 1.8 | -10.2 | -3.7
C/C(=N\NC(=O)C(O)c1ccccc1)c1ccc(Cl)s1 (centres undefined) | 0.6 | 0.1 | -2.1 | 7.4 | -5.0 | 0.8 | 2.9 | 0.6 | 1.0 | x
O=C(NCC(c1ccccc1Cl)N1CCCC1)C1CCN(C(=O)Nc2ccccc2)CC1 (centres undefined) | -2.5 | 0.0 | x | -0.1 | x | -9.0 | -0.6 | 2.4 | -12.8 | -0.2
CN(Cc1nc(Cc2cccc(C(F)(F)F)c2)no1)C1CC(C)(C)NC(C)(C)C1 | -1.2 | 10.8 | 15.8 | -9.8 | -1.2 | 3.4 | 0.7 | -7.8 | 8.3 | -1.3
NC(N)=NC(N)=Nc1ccc(SC(F)(F)F)cc1 | 6.1 | -1.1 | -17.2 | -3.0 | -5.1 | -0.5 | 0.0 | 15.4 | 0.6 | -13.2
CCn1nc(C(=O)Nc2cccc(C(F)(F)F)c2)c(Cl)c1Cl | 0.8 | -1.9 | 13.1 | -0.8 | -5.2 | 11.3 | 1.2 | -13.0 | -3.8 | -7.2
CCCCn1c(=O)[nH]c(=O)c2c1nc(-c1ccc(C)c([N+](=O)[O-])c1)n2CC | 4.6 | 17.9 | 14.4 | 4.7 | -0.6 | 2.0 | -1.0 | -12.1 | -1.8 | 15.5
O=C(Nc1nccs1)c1cc([N+](=O)[O-])ccc1Cl | -26.0 | 5.3 | -3.8 | 7.2 | -3.8 | 4.3 | -1.2 | -1.8 | u | -1.7
O=C(CSc1nnc(Cc2cc(=O)[nH]c(=O)[nH]2)n1-c1ccccc1)NCC1CCCO1 (centres undefined) | -3.6 | -2.9 | -15.6 | -7.2 | 1.6 | -4.9 | -0.4 | -2.0 | -6.2 | -8.8
CC[C@]12c3[nH]c4ccc(Cl)cc4c3CCN1C(=O)[C@@H](CC(=O)NCCc1ccccn1)C[C@@H]2C(=O)N1CCN(C(=O)C2CC2)CC1 | 1.0 | 3.4 | x | x | x | -6.8 | -0.1 | -1.2 | -2.5 | -12.2
Cc1ccc(N2CC(C(=O)Nc3c(C)n(C)n(-c4ccccc4)c3=O)CC2=O)cc1 (centres undefined) | 1.8 | 0.2 | 0.5 | 12.7 | 0.5 | 4.6 | 0.0 | -0.4 | -4.9 | -2.8
C/C(=N\Nc1nncc2ccccc12)c1ccc(C(C)(C)C)cc1 | x | -0.1 | x | -8.2 | 1.4 | -0.7 | 1.7 | x | 7.9 | x
O=C1c2sc3nc4n(c(=O)c3c2CCC1Br)CCCCC4 (centres undefined) | -18.4 | 34.7 | 13.7 | -3.9 | -0.7 | 1.1 | -0.6 | 15.1 | -32.3 | -3.3
Nc1nc(SCc2ccccn2)c2ncn(C3CCCC3)c2n1 | -3.2 | 5.3 | x | x | x | 5.2 | -0.2 | -4.8 | 0.3 | -6.4
O=C(NCc1ccccc1)C1c2ccccc2OCC(=O)N1Cc1ccccc1 (centres undefined) | 1.8 | x | x | x | x | -9.5 | 0.0 | -7.3 | -0.4 | x
CCC(C)c1ccc(NC(=O)N2CCN(C(=O)C3CCCO3)CC2)cc1 (centres undefined) | 2.2 | 0.4 | 20.8 | -1.9 | -0.6 | 4.0 | 5.6 | 19.2 | 6.1 | -6.1
Nc1c(-c2ccccc2)c(CSc2nc3ccccc3[nH]2)nn1-c1cccc(C(=O)O)c1 | 10.2 | -1.2 | 24.3 | 1.0 | -4.9 | 0.1 | 0.2 | 3.9 | 1.7 | -1.1
CC1(C)CC(=O)C(C(c2ccc(Br)cc2)C2C(=O)CC(C)(C)CC2=O)C(=O)C1 | 1.5 | 2.1 | -11.6 | 3.3 | 2.8 | 8.7 | -3.1 | 4.2 | u | -2.2
Cc1cccn2c(=O)c3cc(C(=O)NCCCn4ccnc4)n(C)c3nc12 | -12.1 | -9.2 | -3.9 | -6.6 | 4.1 | 1.7 | 0.2 | -62.7 | -0.5 | -9.8
Cc1nn(Cc2ccccc2)c(Cl)c1C(=O)Nc1ccc(OC(F)(F)F)cc1 | 0.9 | -4.9 | 4.0 | -4.7 | 2.4 | -1.0 | 0.1 | -10.3 | -3.8 | -9.7
CCN(C(=O)COC(=O)c1ccc(C)c(S(=O)(=O)N2CCOCC2)c1)C1CCS(=O)(=O)C1 (centres undefined) | -9.6 | 1.3 | x | -4.7 | x | x | x | 9.6 | x | -12.8
O=C(Nc1ccc(Cl)cc1)c1ccc2c(=O)n3c(nc2c1)CCCCC3 | 7.3 | 9.5 | 48.8 | -13.2 | -3.2 | 4.9 | 0.3 | -0.3 | -2.7 | -0.9
CC(C(=O)N1CCCC1)N(C)CC(=O)Nc1cccc(F)c1 (centres undefined) | -4.7 | 1.5 | x | -9.6 | x | 2.7 | 0.4 | 2.1 | 11.9 | -6.1
O=C(c1ccc([N+](=O)[O-])s1)N1CCc2ccccc21 | -2.3 | 34.3 | 11.8 | -3.2 | 5.4 | 1.4 | 0.9 | 8.5 | -0.2 | -1.2
NS(=O)(=O)c1cccc(NC(=O)CSc2nnc(-c3ccccc3)o2)c1 | -2.3 | 11.6 | x | -4.3 | x | -8.7 | 0.2 | 10.6 | -1.0 | -12.0
Cn1c(=O)c2c(nc(NCC3CCCO3)n2Cc2ccccc2)n(C)c1=O (centres undefined) | 6.0 | -6.6 | 22.2 | 3.3 | -2.6 | -7.4 | -1.7 | -6.8 | -15.7 | -7.0
O=C(CN1C(=O)NC2NC(=O)NC21)NC1CCCCC1 (centres undefined) | 5.6 | -0.7 | x | -8.5 | x | 3.6 | 0.2 | -8.1 | -3.2 | -0.8
N=C1c2ccccc2CN1c1ccc(F)c([N+](=O)[O-])c1 | -32.0 | 3.6 | 27.2 | -1.8 | 2.8 | -2.9 | -0.7 | -6.2 | -0.7 | -2.7
O=C(c1cc2cc(C(F)(F)F)ccc2s1)N1CCOCC1 | -0.5 | 4.7 | 20.6 | -0.1 | 0.8 | -3.0 | -0.2 | -5.4 | -2.8 | -17.0
NC(=O)c1sc2nc(-c3cccs3)ccc2c1N | -12.4 | -1.5 | -5.4 | -7.2 | -4.8 | -2.4 | 9.5 | -21.4 | 2.0 | -0.7
COc1ccccc1N(CC(=O)NCC1CCCO1)C(=O)CCC(=O)Nc1nccs1 (centres undefined) | -6.0 | -3.0 | 4.4 | 4.5 | 1.3 | -2.1 | 1.1 | 1.7 | -16.7 | 3.8
COc1ccc(C2C(C(=O)O)c3ccccc3C(=O)N2Cc2ccco2)cc1 (centres undefined) | 3.2 | 1.1 | 26.9 | -18.0 | 5.5 | u | 0.3 | 7.1 | -0.9 | -6.9
Cc1cccc(Nc2nc(N)nc(-c3oc4ccccc4c3C)n2)c1 | -3.0 | -33.8 | -17.0 | -33.5 | 9.1 | 4.5 | 0.5 | 7.9 | u | -2.0
COc1cc(N)cc(NC(=O)c2ccncc2)c1 | 4.3 | 0.8 | 15.3 | 7.4 | -0.2 | 2.1 | 0.2 | -7.5 | -2.6 | -4.3
O=C(Oc1cc(-c2ccccc2)no1)c1ccc(F)cc1 | -1.5 | 7.4 | 33.3 | -2.9 | 1.7 | 0.5 | 0.2 | -7.8 | -3.5 | -12.2
O=C(CCCN1CCC2(CC1)C(=O)NCN2c1ccccc1)c1ccc(F)cc1 | 8.1 | 2.8 | 0.9 | 1.3 | 1.8 | -1.1 | 0.1 | -0.6 | -0.2 | 9.1
CCOC(=O)COc1ccc(C2NC(C(=O)O)CS2)cc1 (centres undefined) | 2.2 | -1.2 | -1.3 | -6.2 | 1.6 | -2.7 | -0.1 | -3.0 | 5.3 | -16.1
